Shiga inhibitor – inhibitors of Shiga toxin in Vero cells | 290,000 tested, 9.2% active | AID 2315 | inhibition, % at 38.7 µM | Vero cells, Shiga toxin protein synthesis inhibition reporter; in the data active means inhibition mostly above about 28%, no sharp cut-off; inactive means mostly below about 43%; further: 0% is about no effect
Pf growth 48h – P. falciparum growth inhibition at 48 hours (one generation); P. falciparum luciferase growth in erythrocytes, 48 h; Potency, µM (top dose mostly 28.7 µM), inactives show top-dose activity change, negative = inhibition, actives largely listed as inhibitors; 310,000 tested, 5.9% active; AID 504832; further: potency means the concentration at half of the fitted maximal effect; on the % scale 0 is the no-effect control and ±100 the full control effect
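First compound was added to culture medium, then infected red cells at 0.1% parasitemia and 2% hematocrit (final). After incubation at 37 C under 5% CO2, luciferase detection reagent was dispensed and light output recorded.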
Sm TGR block – S. mansoni TGR enzyme inhibition; purified TGR, DTNB reduction, TNB absorbance 405 nm; Potency, µM (doses to about 114 µM), for the others: top-dose activity change, negative = inhibition, hits mostly inhibitors; 360,000 tested, 3% active; Q962Y6; further: potency means the concentration at half of the fitted maximal effect; on the % scale 0 is the no-effect control and ±100 the full control effect; nearly all actives have a fitted effect of over 60% in size
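First, TGR (20 nM dispensed) and NADPH were mixed with compound. Second, a 15 min room-temperature incubation followed. Third, further NADPH and then DTNB were added to start the reaction. Finally, TNB absorbance was monitored kinetically.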
CHX counter – counter-screen for Shiga toxin inhibitors: cycloheximide protein synthesis inhibition | max response, % | cell reporter, cycloheximide protein synthesis inhibition counterscreen | AID 2314 | 300,000 tested, 12% active; in the data active means max response mostly above about 13%, no sharp cut-off; inactive means mostly below about 14%; further: read at 38.3 µM for the half of the compounds with a filed dose; 0% is about no effect
Pf growth 96h – P. falciparum growth inhibition at 96 hour, primary screen for plastid delayed-death inhibitors; AID 504834; Potency, µM (series often up to 28.7 µM), for the others: top-dose activity change, negative = inhibition, most hits filed as inhibitors; 320,000 tested, 6.9% active; P. falciparum luciferase reporter growth, 96 h; further: potency means the concentration at half of the fitted maximal effect; on the % scale 0 is the no-effect control and ±100 the full control effect
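Luminescence readout: decreased luciferase signal marks inhibited growth of reporter-expressing P. falciparum in infected red cells (2% hematocrit, 0.05% parasitemia final), exposed to compound two generations (96 h, 37 C, 5% CO2).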
FBPA Giardia inh – Giardia lamblia aldolase inhibition. purified Giardia FBPA. A8B2U2. AID 2451. 290,000 tested, 0.71% active. Potency, µM (highest dose often 59.6 µM), without a hit: at the highest dose activity, negative = inhibition, actives largely listed as inhibitors; further: potency means the concentration at half of the fitted maximal effect; on the % scale 0 is the no-effect control and ±100 the full control effect; nearly all actives have a fitted effect of over 55% in size
Target sequence (A8B2U2 whole entry, looked up): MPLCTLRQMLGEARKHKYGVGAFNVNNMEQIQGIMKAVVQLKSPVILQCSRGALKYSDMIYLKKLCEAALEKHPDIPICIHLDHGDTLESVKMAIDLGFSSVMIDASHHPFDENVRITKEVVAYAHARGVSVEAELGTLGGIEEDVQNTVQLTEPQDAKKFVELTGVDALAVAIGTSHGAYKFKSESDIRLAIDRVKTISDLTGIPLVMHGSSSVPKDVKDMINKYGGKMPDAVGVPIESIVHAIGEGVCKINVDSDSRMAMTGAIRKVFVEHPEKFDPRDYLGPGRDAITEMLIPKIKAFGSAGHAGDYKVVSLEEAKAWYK
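40 nM FBPA preincubated 10 min at RT with compound (up to 57.5 uM final), then substrate plus GAPDH/TPI/NAD/arsenate coupling and diaphorase/resazurin added. Fluorescence read after 20 min at RT, 525/598 nm.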
The depositor's hits bear a star; ? = inconclusive; . = no result given; [ ] = another dose, or the depositor's remark. Unless noted, the call rests on the fitted dose curve; in most records, active means well fitted curve in the direction sought with a large enough effect; inconclusive means small, poorly fitted or top-dose-only effect, or another doubt; inactive means no such curve, though single readings can be large; an effect the other way counts as inactive or inconclusive.

Molecule	Pf growth 48h	Shiga inhibitor	Sm TGR block	CHX counter	FBPA Giardia inh	Pf growth 96h
COc1ccccc1C(=O)Nc1ccc2c(c1)nc1n2CCN(C2CCCCC2)C1	?	-5	25µM*	-2	9%	?
CCc1ccc2c(c1)C1(SC(NC(C)=O)=NN1C(C)=O)C(=O)N2C(C)C (configuration not stated)	-14%	-15	3%	-3	2%	-7%
Cc1cccc(NC(=O)CSCC(=O)N=c2sccn2C)c1	-4%	.	-2%	.	.	6%
O=C(Nc1cccc(Cl)c1)C1C2CCC3C(CCC21)C3(Cl)Cl (configuration not stated)	9.3µM*	-11	-13%	13	-9%	?
O=C(NCC(=O)N(Cc1ccc(F)cc1)C(C(=O)NC1CCCC1)c1ccco1)c1ccco1 (configuration not stated)	-22%	-15	-25%	-6	-2%	.
Cc1noc(C)c1C(=O)OCC(=O)N(C)C1CCS(=O)(=O)C1 (configuration not stated)	25%	9	3%	7	2%	-17%
COc1ccc(NC(=O)C(c2ccc(C)cc2)N(C)C(=O)c2cnccn2)cc1 (configuration not stated)	-8%	-7	-25%	-2	3%	?
CN(CCCCN1CCOCC1)Cc1nc(-c2ccc3c(c2)OCO3)no1	35%[activator]	20	-13%	9.5*	4%	13%
Cc1cc(C)nc(NS(=O)(=O)c2ccc(NC(=O)Cc3ccccc3F)cc2)n1	7%	15	-3%	-4	.	3%
O=C(COC(=O)c1cc([N+](=O)[O-])ccc1Cl)NCCc1ccccc1	24%	.	?	.	.	?
Cc1ccc(S(=O)(=O)N2CCOCC2)cc1C(=O)OCc1nnc(-c2ccccc2)o1	6%	.	6%	.	.	?
Cc1ccc(NC(=O)COC(=O)C2CSC3(C)CCC(=O)N23)c(C)c1 (configuration not stated)	-13%	.	-20%	.	.	-17%

Part of the list above, reduced to FBPA Giardia inh and Pf growth 48h:
Compound,FBPA Giardia inh,Pf growth 48h
Cc1noc(C)c1C(=O)OCC(=O)N(C)C1CCS(=O)(=O)C1 (configuration not stated),2%,25%
COc1ccc(NC(=O)C(c2ccc(C)cc2)N(C)C(=O)c2cnccn2)cc1 (configuration not stated),3%,-8%
Cc1cccc(NC(=O)CSCC(=O)N=c2sccn2C)c1,.,-4%
O=C(COC(=O)c1cc([N+](=O)[O-])ccc1Cl)NCCc1ccccc1,.,24%
COc1ccccc1C(=O)Nc1ccc2c(c1)nc1n2CCN(C2CCCCC2)C1,9%,?

Continued.
Molecule	Pf growth 48h	Shiga inhibitor	Sm TGR block	CHX counter	FBPA Giardia inh	Pf growth 96h
Cc1ccc(N(C(=O)c2ccc(Br)o2)C2C=CS(=O)(=O)C2)cc1 (configuration not stated)	.	-16	0%	-7	0%	26%
O=C(c1cccc(C(=O)N2CCN(c3ncccn3)CC2)c1)N1CCN(c2ncccn2)CC1	22%	-17	14%	-4	-1%	?
CCOC(OCC)c1cn(Cc2ccc3c(c2)C(=O)c2ccccc2C3=O)nn1	-11%	12	0%	11	3%	?
CCOc1cc(/C=N/NC(=O)C(=O)NC)cc(Br)c1O	9%	-7	-12%	8	1%	?
CO[C@]1(NC(=O)C2SC(=C(C(N)=O)C(=O)O)S2)C(=O)N2C(C(=O)O)=C(CSc3nnnn3C)CS[C@H]21 (some centres not stated)	1%[12.8 µM]	.	.	.	-13%[21.7 µM]	-2%[12.8 µM]
Cc1ccccc1-n1nc(C(=O)O)c(C)c(C#N)c1=O	2%	-1	-2%	-3	14%	?
CN(C)C(=S)Nc1ccc2c(c1)OCO2	-21%[5.75 µM]	33	-2%	-2	?	9%
CCOc1ccccc1NC(=O)C(c1ccccc1)N1CCN(CC(=O)N2CCOCC2)CC1 (configuration not stated)	?	.	-12%	.	.	?
Fc1ccc(CSc2nnc(-c3cc4c(s3)-c3ccccc3CC4)o2)cc1	-12%	-15	15%	1	1%	69%[activator]
Cn1cccc1-c1nc2ccccc2n1Cc1ccccc1	?	-6	2%	-1	3%	35%[activator]
CC1=NC(=O)C(N=Nc2cccc(O)c2)N1c1ccccc1 (configuration not stated)	.	55*	3%	27*	-30%	99%[activator]
COc1cc2nc(CN(C)Cc3ccc(SC)cc3)[nH]c(=O)c2cc1OC	?	-6	4%	-1	-10%	-2%
c1cc2c3c(cccc3c1)C(N1CCCCC1)=N2	?	-11	0%	-3	?	12µM*
C/C(N)=C(/C#N)C(=O)COC(=O)c1ccc(C#N)cc1	3%	-5	55%[activator]	-3	-6%	5%
O=C(Nc1ccc(Cl)c(Cl)c1)c1ccc(Cn2c(=O)[nH]c3ccsc3c2=O)cc1	19%	-13	-12%	-1	0%	?
S=C1CSc2ccccc2N1	-18%	29	4%	11	-22%	?
CC(C)(C)NC(=O)c1cccc(NC(=O)Cc2ccc(Br)cc2)c1	-2%	-2	-11%	-4	6%	?
CCOC(=O)CSc1nc(C)cc(C)n1	.	-5	0%	1	3%	-8%
CCOc1ccc2nc(NC(=O)CN3C(=O)NC4(CCCC4)C3=O)sc2c1	3%	.	1%	.	.	53%[activator]
N#C/C(=N/Nc1ccc(OC(F)(F)F)cc1)C(N)=S	6.6µM*	75*	-18%	57*	0%	1.7µM*
CC(Cc1ccccn1)NC(=O)CCc1nnc(C2CCCCC2)o1 (configuration not stated)	0%	15	-2%	11*	1%	13µM*
CCCS(=O)(=O)Nc1cccc(-c2cn3c(n2)SCC3)c1	-7%	-3	-11%	-2	12%	14%
CCc1ccc2nc(/N=C(\N)NC(=O)c3ccccc3)nc(C)c2c1	9.3µM*	5	6%	1	-4%	10µM*
O=C(CSc1nnc(-c2ccncc2)n1Cc1ccco1)N1c2ccccc2Sc2ccc(Cl)cc21	-10%	5	45µM*	-2	9%	120%[activator]

In the list so far, 5 contain an aryl thioether with sulfur outside any ring.
Molecule	Pf growth 48h	Shiga inhibitor	Sm TGR block	CHX counter	FBPA Giardia inh	Pf growth 96h
CO[C@]1(NC(=O)C2SC(=C(C(N)=O)C(=O)O)S2)C(=O)N2C(C(=O)O)=C(CSc3nnnn3C)CS[C@H]21 (some centres not stated)	1%[12.8 µM]	.	.	.	-13%[21.7 µM]	-2%[12.8 µM]
Fc1ccc(CSc2nnc(-c3cc4c(s3)-c3ccccc3CC4)o2)cc1	-12%	-15	15%	1	1%	69%[activator]
COc1cc2nc(CN(C)Cc3ccc(SC)cc3)[nH]c(=O)c2cc1OC	?	-6	4%	-1	-10%	-2%
CCOC(=O)CSc1nc(C)cc(C)n1	.	-5	0%	1	3%	-8%
O=C(CSc1nnc(-c2ccncc2)n1Cc1ccco1)N1c2ccccc2Sc2ccc(Cl)cc21	-10%	5	45µM*	-2	9%	120%[activator]

New compounds follow.
Molecule	Pf growth 48h	Shiga inhibitor	Sm TGR block	CHX counter	FBPA Giardia inh	Pf growth 96h
CSc1nnc(C(C)c2ncc(C(F)(F)F)cc2Cl)n1C (configuration not stated)	6%	-20	-11%	0	4%	-14%
CC(Sc1nnc(-c2ccco2)n1-c1ccccc1)C(=O)NCC1CCCO1 (configuration not stated)	0%	.	-24%	.	.	-17%
CC(=O)N(CCc1ccccc1C)Cc1cc2cc(C)ccc2[nH]c1=O	?	-4	-16%	-1	3%	-30%
CC(CCc1ccccc1)NC(=O)/C=C/c1ccc(Cl)cc1 (configuration not stated)	8%	25	-17%	6	13%	?
O=C(c1cccnc1)n1nc(NCc2ccccc2)nc1NCc1ccccc1	53%[activator]	15	15%	-2	-5%	172%[activator]
CCN(CC)S(=O)(=O)c1ccc(S(=O)(=O)N2CCC(C(=O)NC3CCN(Cc4ccccc4)CC3)CC2)cc1	-11%	2	?	-1	1%	?
CC(=O)c1c(C)[nH]c(C(=O)COC(=O)CNS(=O)(=O)c2ccccc2)c1C	18%	11	15%	-3	0%	38%[activator]
CC(NCCO)C(=O)C12CC3CC(CC(C3)C1)C2 (configuration not stated)	20%	-17	2%	-3	1%	48%[activator]
Cc1cc(C(=O)N/N=C/c2ccc(-c3cccc(Cl)c3Cl)o2)n[nH]1	-26%	-7	-4%	-3	8%	196%[activator]
C=CCNC(=S)NNC(=O)c1cccn(Cc2cccc(Cl)c2)c1=O	34%[activator]	-31	1%	-3	1%	-21%
CCCn1c(=S)[nH]c2cc(C(=O)N3CCN(C(=O)OCC)CC3)ccc2c1=O	14%	-8	-4%	7	?	?
CCOC(=O)c1[nH]c(C)c(C(=O)Nc2ccccc2C)c1C	37%[activator]	8	-4%	8	-7%	26%
Cc1cc(NC(=O)CN2CCN(S(=O)(=O)c3ccc(Cl)cc3)CC2)no1	10%	7	1%	8	1%	.
COc1ccc(NC(=S)NCc2ccc(F)cc2)c(OC)c1	5%	.	-25%	-1	-6%	?
Cc1cc(C)c(S(=O)(=O)Nc2ccc(C(N)=O)cc2)c(C)c1	-3%	-2	0%	-4	-25%	-16%
S=c1nc(-c2ccccc2)[nH]c2ccccc12	-12%	-11	36%[activator]	15	5%	?
Cc1cccc(N2CCN(C(=O)/C=C/c3ccco3)CC2)c1C	-22%	22	?	15*	-8%	0%
Cc1nc(-c2ccc(Cl)cc2)sc1C1(C)CC(c2ccc(OC(F)(F)F)cc2)=NO1 (configuration not stated)	-2%	8	11%	0	-7%	5%
CC(Oc1cccc(Cl)c1)C(=O)Nc1cc(S(=O)(=O)N2CCCCC2)ccc1N1CCOCC1 (configuration not stated)	10µM*	.	2%	.	.	10µM*
COc1ccc(-n2cnc3cc(NS(=O)(=O)c4ccccc4)ccc32)cc1	?	37*	-13%	21*	5%	?
COc1cc(NS(=O)(=O)c2ccc(N/C=C(\C#N)c3nc4cc(Cl)ccc4o3)cc2)nc(OC)n1	-12%	-6	-1%	-3	-5%	.
CC(Oc1ccc(Cl)cc1)C(=O)Nc1nccs1 (configuration not stated)	4.1µM*	56*	3%	17*	8%	.
O=C1c2cccnc2C(=O)N1Cc1ccc(S(=O)(=O)NCc2ccco2)cc1	17%	-10	0%	-3	7%	?
CCOC(=O)c1nsnc1NCCCl	10%	-8	0%	-1	6%	11%
CCc1ccc(CCN2C(=O)c3ccccc3C2=O)nc1	49%[activator]	32	-1%	25*	-1%	0%
Cc1nc(-c2ccc(F)cc2)c(CC(=O)N(C)CC(=O)Nc2ccc(Br)cc2C)s1	5.2µM*	.	4%	.	.	?
Cc1ccc(S(=O)(=O)c2c(N)n(NC(=O)c3ccccc3C)c3nc4ccccc4nc23)cc1	.	-3	-11%	-2	-1%	?
